# TRHR ag: agonists of human TRH receptor; TRHR cells, calcium flux fluo-8, FDSS agonist mode; activation, % at 2 µM; 360,000 compounds, 0.18% hits; in the data active = activation above about 30%; also: 0% is about no effect
#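 Agonist-mode FDSS calcium read (Ex 480/Em 530, 1 s cycles) in 1536-well TRHR cells with fluo-8 dye, after 10-cycle baseline and 23 nL compound addition; TRH at EC20 (10 nM final) added afterwards for the enhancer phase.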
# TrxR1 substrate: substrates of rat thioredoxin reductase 1. O89049. 390,000 compounds, 0.01% hits. purified TrxR1 substrate turnover, NADPH consumption readout. Potency, µM (series often up to 114 µM), inactives show at the top dose activity change, negative = substrate turnover; also: potency is read from the fitted curve at half-maximal effect; % is scaled to controls: 0 for no effect and ±100 for the full control effect; nearly all actives have a fitted effect of over 50% in size
# Target sequence (O89049 whole entry, looked up): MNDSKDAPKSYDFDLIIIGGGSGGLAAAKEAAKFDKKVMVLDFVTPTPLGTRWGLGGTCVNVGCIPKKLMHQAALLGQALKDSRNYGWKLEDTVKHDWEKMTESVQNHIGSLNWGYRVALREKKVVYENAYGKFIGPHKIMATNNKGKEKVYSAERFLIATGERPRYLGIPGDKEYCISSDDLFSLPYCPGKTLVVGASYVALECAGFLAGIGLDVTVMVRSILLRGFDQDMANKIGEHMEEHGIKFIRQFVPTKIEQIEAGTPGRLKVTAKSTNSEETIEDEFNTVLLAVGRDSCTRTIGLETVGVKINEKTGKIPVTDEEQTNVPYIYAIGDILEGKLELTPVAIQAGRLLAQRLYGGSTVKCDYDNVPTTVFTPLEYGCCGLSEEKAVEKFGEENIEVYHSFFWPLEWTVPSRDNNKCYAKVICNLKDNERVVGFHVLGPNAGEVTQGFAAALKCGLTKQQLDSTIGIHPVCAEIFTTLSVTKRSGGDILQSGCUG
#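 Rat TrxR1, dispensed at 90 nM, was prereduced with 400 uM NADPH (final) for 5 min at ~22 deg C, then incubated with compound 15 min before 400 uM selenite. A first-read NADPH fluorescence drop versus no-compound background flagged substrates.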
# Pin1 inh: inhibitors of human Pin1; Q13526; Potency, µM (series often up to 115 µM), inactives show top-dose activity, negative = inhibition, most hits filed as inhibitors; AID 504891; Pin1 FP peptide displacement, HiFluor488, 10 min; 390,000 compounds, 0.009% hits; active = well fitted inhibition curve with a large enough effect in the polarisation, with a control signal flat, not every such curve was filed as active; inconclusive = small, poorly fitted or top-dose-only effect, or effect the other way, or a change in a side signal; inactive = no such curve, though single readings can be large or run the other way; the % refers to the polarisation; also: potency is read from the fitted curve at half-maximal effect; % is scaled to controls: 0 for no effect and ±100 for the full control effect
# Target sequence (Q13526 whole entry, looked up): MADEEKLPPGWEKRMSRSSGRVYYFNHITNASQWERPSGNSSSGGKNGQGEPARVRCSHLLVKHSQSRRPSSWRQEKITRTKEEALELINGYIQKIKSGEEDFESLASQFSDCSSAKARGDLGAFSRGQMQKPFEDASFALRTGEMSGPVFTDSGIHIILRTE
# D2 antag: D2 dopamine receptor (human) antagonism; AID 485344; P14416; HEK293 TREx D2 cells, calcium flux, dopamine EC80; inhibition, % at 10 µM; 340,000 compounds, 2% hits; in the data active = inhibition above about 30%; also: 0% is about no effect
#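 Tetracycline-induced HEK293 T-REx cells expressing D2 force-coupled to calcium signalling were dye-loaded, exposed to compound for 180 s, then challenged with an EC80 of dopamine; calcium flux was followed kinetically for a further 180 s.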
# mIDH1 inhibitor: inhibitors of human mutant IDH1 R132H; O75874; IDH1-R132H enzyme, NADPH consumption, diaphorase/resazurin fluorescence; Potency, µM (titrated, usually from 76.6 µM), inactives show top-dose activity change, negative = inhibition, usual class: inhibitors; 390,000 compounds, 0.093% hits; AID 602179; also: potency is read from the fitted curve at half-maximal effect; % is scaled to controls: 0 for no effect and ±100 for the full control effect; nearly all actives have a fitted effect of over 65% in size
#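 IDH1-R132H (0.5 ug/mL) preincubated 30 min with compound, then NADPH (0.016 mM) and alpha-KG (2 mM) added; 80 min at RT, pH 7.5. Remaining NADPH coupled via diaphorase/resazurin to fluorescence (540/590 nm); concentration-response curves normalized to no-enzyme control.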
# D2 agonist: agonists of human D2 dopamine receptor | activation, % at 2 µM | P14416 | 340,000 compounds, 0.53% hits | HEK293 T-REx D2 cells, calcium flux agonist mode;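 active = activation over 3 SD above normal in the single-dose calcium agonist read, cut at about 30% in these data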; also: 0% is about no effect
#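 HEK293 Trex D2 cells, tetracycline-induced, o/n 30 C 5% CO2; no-wash Ca dye, RT 30–90 min; 10-cycle baseline, 23 nl cpd added, kinetic Ca read 180 s; agonist hits = positive Ca response.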
# USP1 inh: USP1/UAF1 (human) deubiquitinase inhibition. Potency, µM (titrated, usually from 57.1 µM), for inactives: at the highest dose activity change, negative = inhibition, actives largely listed as inhibitors. 390,000 compounds, 0.23% hits. recombinant USP1/UAF1, Ub-Rhodamine cleavage fluorescence. O94782; also: potency is read from the fitted curve at half-maximal effect; % is scaled to controls: 0 for no effect and ±100 for the full control effect; nearly all actives have a fitted effect of over 60% in size; inactives centre near -12
#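 Step one: compound is pinned into 1nM USP1/UAF1 in HEPES pH 7.8 buffer with TCEP. Step two: 15 min room-temperature incubation. Step three: Ub-Rho (150nM final) starts cleavage, tracked by fluorescence over six one-minute reads.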
# rTrxR1 inhibitor: rat TrxR1 inhibition | O89049 | recombinant rTrxR1, NADPH fluorescence consumption, selenite substrate | Potency, µM (titrated, usually from 114 µM), for inactives: at the highest dose activity change, negative = inhibition, actives largely listed as inhibitors | 390,000 compounds, 1% hits; also: potency is read from the fitted curve at half-maximal effect; % is scaled to controls: 0 for no effect and ±100 for the full control effect; nearly all actives have a fitted effect of over 65% in size
#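 Rat TrxR1 (90 nM in the dispensed reagent) was pre-reduced with 400 uM NADPH for 5 min at room temperature, then incubated with compound for 15 min. After 400 uM selenite was added, NADPH fluorescence (Ex 340/Em 450 nm) was followed for 8 min.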
# TRHR enhancer: allosterically enhances the human TRH receptor; P34981; TRHR cells, fluo-8 calcium fluorescence, EC20 TRH enhancement; enhancement, % at 2 µM; 360,000 compounds, 0.66% hits; AID 493056; in the data active = enhancement above about 30%; also: 0% is about no effect
#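 Enhancer read-out: after compound pinning and an initial kinetic agonist-mode read, an EC20 of TRH (10 nM final) was injected and fluo-8 calcium signal (Ex 480/Em 530) followed at 1 s/cycle for 100 cycles in TRHR-expressing cells.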
# Numbers without * were called inactive; ? = inconclusive; / = no result given; & = joins results of further samples; [ ] = dose if it differs, or a comment. Unless noted, calls follow the shape of the dose curve; as a rule, active = well fitted inhibition curve with a large enough effect; inconclusive = small, poorly fitted or top-dose-only effect; inactive = no such curve, though single readings can be large or run the other way. These rows are one share of the data; rates above refer to the full screens.
no.	compound	TRHR ag	TrxR1 substrate	Pin1 inh	D2 antag	mIDH1 inhibitor
1	CN(C)S(=O)(=O)n1cc(/C=C(\NC(=O)c2ccccc2)C(=O)NCCCn2ccnc2)c2ccccc21	-1.0&0.1	-11%&-4%	?	1	-7%&-3%
2	C[C@H](CCC(=O)O)[C@H]1CC[C@H]2[C@@H]3[C@H](O)C[C@@H]4C[C@H](O)CC[C@]4(C)[C@H]3CC[C@]12C	0.6	4%	3%	-4	-6%
3	N=c1nc(N2CCCCC2)cc(N)n1O	-0.9	10%[57.1 µM]	0%&3%	-9	24%&6%
4	CCOc1ccc2nc(N3CCC(C(=O)Nc4ccccc4CC)CC3)sc2c1	-0.2	-1%	7%	/	10%
5	CCN(CCCCOC(=O)c1ccc(OC)c(OC)c1)C(C)Cc1ccc(OC)cc1 (configuration not stated)	-0.2	9%	1%	44*	1%
6	CCCCCCCCCCCCCCC[C@@H](O)[C@@H](N)CO	/	2%	1%	/	5%
7	CCc1cccc(CC)c1NC(=O)CN(CC(=O)O)CC(=O)O	0.5	2%	-8%	9	8%
8	Cc1scc2c1N(C(=O)CN1CCN(C)CC1)c1ccccc1NC2=O	-0.2	5%[57.1 µM]	9%	-15	-15%
9	CC(C)OCc1cc(CN2CCN(c3ccccc3)CC2)c(O)c2ncccc12	-2.3	3%	-10%	/	-9%
10	CC1O[C@@H](OCC2O[C@@H](Oc3cc(O)c4c(c3)OC(c3ccc(O)cc3)CC4=O)[C@H](O)[C@@H](O)[C@@H]2O)[C@H](O)[C@H](O)[C@H]1O (some centres not stated)	-0.2	-4%	5%	-6	-12%

no.	D2 agonist	USP1 inh	rTrxR1 inhibitor	TRHR enhancer
1	-0.6&-0.1	-23%&-21%	-5%&7%	-9&-8
2	0.7	-18%	25%	-3
3	-1.8	?	19%[57.1 µM]	13
4	/	-19%	9%	0
5	2.2	-25%	22%	-6
6	/	-10%	24%	/
7	5.4	-19%	12%	-2
8	-2.8	-13%	?	-3
9	-1.2	-12%	6%	-3
10	0.8	6%	2%	-2

# Three entries from above, with each value named:
2) C[C@H](CCC(=O)O)[C@H]1CC[C@H]2[C@@H]3[C@H](O)C[C@@H]4C[C@H](O)CC[C@]4(C)[C@H]3CC[C@]12C
  TRHR ag = 0.6; TrxR1 substrate = 4%; Pin1 inh = 3%; D2 antag = -4; mIDH1 inhibitor = -6%; D2 agonist = 0.7; USP1 inh = -18%; rTrxR1 inhibitor = 25%; TRHR enhancer = -3

10) CC1O[C@@H](OCC2O[C@@H](Oc3cc(O)c4c(c3)OC(c3ccc(O)cc3)CC4=O)[C@H](O)[C@@H](O)[C@@H]2O)[C@H](O)[C@H](O)[C@H]1O (some centres not stated)
  TRHR ag = -0.2; TrxR1 substrate = -4%; Pin1 inh = 5%; D2 antag = -6; mIDH1 inhibitor = -12%; D2 agonist = 0.8; USP1 inh = 6%; rTrxR1 inhibitor = 2%; TRHR enhancer = -2

4) CCOc1ccc2nc(N3CCC(C(=O)Nc4ccccc4CC)CC3)sc2c1
  TRHR ag = -0.2; TrxR1 substrate = -1%; Pin1 inh = 7%; D2 antag = /; mIDH1 inhibitor = 10%; D2 agonist = /; USP1 inh = -19%; rTrxR1 inhibitor = 9%; TRHR enhancer = 0

# Arranged by value in TRHR ag (smallest number first): three of the compounds above
nr	compound	TRHR ag	TrxR1 substrate	Pin1 inh	D2 antag	USP1 inh	rTrxR1 inhibitor	TRHR enhancer
9	CC(C)OCc1cc(CN2CCN(c3ccccc3)CC2)c(O)c2ncccc12	-2.3	3%	-10%	/	-12%	6%	-3
10	CC1O[C@@H](OCC2O[C@@H](Oc3cc(O)c4c(c3)OC(c3ccc(O)cc3)CC4=O)[C@H](O)[C@@H](O)[C@@H]2O)[C@H](O)[C@H](O)[C@H]1O (some centres not stated)	-0.2	-4%	5%	-6	6%	2%	-2
2	C[C@H](CCC(=O)O)[C@H]1CC[C@H]2[C@@H]3[C@H](O)C[C@@H]4C[C@H](O)CC[C@]4(C)[C@H]3CC[C@]12C	0.6	4%	3%	-4	-18%	25%	-3

# High-throughput results from PubChem BioAssay.
